V1R ag counter: counter-screen for oxytocin receptor agonists: human V1a receptor agonists. 320,000 tested, 0.25% active. activation, % at 3 µM. CHO-V1R cells, Fluo-8 calcium fluorescence, agonist mode; 0% DMSO, 100% 3 nM vasopressin;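 active means activation above the mean activation of all tested compounds plus 3 SD, per screening run, cut at about 20% in these data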;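 further: signal is peak over basal fluorescence ratio across a 100 second FLIPR read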
Target sequence (P37288 whole entry, looked up): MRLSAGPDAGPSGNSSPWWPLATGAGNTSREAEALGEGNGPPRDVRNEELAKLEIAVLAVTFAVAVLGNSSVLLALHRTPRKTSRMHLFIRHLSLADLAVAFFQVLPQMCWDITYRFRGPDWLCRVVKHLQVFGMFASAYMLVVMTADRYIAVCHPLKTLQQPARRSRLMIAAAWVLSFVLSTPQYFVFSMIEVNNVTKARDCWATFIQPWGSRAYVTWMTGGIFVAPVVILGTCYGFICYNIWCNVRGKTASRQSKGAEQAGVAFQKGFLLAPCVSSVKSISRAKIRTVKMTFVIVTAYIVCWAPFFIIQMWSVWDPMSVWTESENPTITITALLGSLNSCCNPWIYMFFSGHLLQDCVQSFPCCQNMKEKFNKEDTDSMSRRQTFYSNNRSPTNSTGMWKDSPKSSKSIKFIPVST
IMP-1 inhibitor: blocks Pseudomonas aeruginosa IMP-1 metallo-beta-lactamase; 290,000 tested, 0.45% active; purified IMP-1, nitrocefin hydrolysis, epi-absorbance fluorescence; inhibition, % at 5.6 µM; AID 1556;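 active means inhibition above the mean plus 3 SD of all compounds in the same screening run, cut at about 4.5% in these data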;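 further: 0% = IMP-1 with DMSO and 100% = DMSO wells lacking enzyme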
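Material – recombinant IMP-1 enzyme, purified · Amount – IMP-1 0.2 nM before substrate addition · Medium – HEPES buffer pH 7.1 with ZnSO4 and Brij 35 · Timing – 25 °C, 15 min preincubation, 25 min reaction · Measured by – plate fluorescence quenching by hydrolysis product, ex 480/em 530 nm · Read-out – percent enzyme inhibition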
OXTR agonist: agonists of human oxytocin receptor | P30559 | CHO-OTR cells, Fluo-8 calcium fluorescence; normalized: DMSO 0%, oxytocin 100% | activation, % at 3 µM | 320,000 tested, 0.32% active;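 active means activation above the mean of all tested compounds plus 3 SD, cutoff set per screening run, cut at about 20% in these data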;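 further: peak over basal fluorescence ratio from a 100 s FLIPR kinetic read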
PHOSPHO1 block: PHOSPHO1 (human) inhibition; Q8TCT1; recombinant PHOSPHO1, absorbance phosphatase assay; inhibition, % at 13.3 µM; 290,000 tested, 1.1% active; AID 1565; in the data active means inhibition above about 60%
Target sequence (Q8TCT1 whole entry, looked up): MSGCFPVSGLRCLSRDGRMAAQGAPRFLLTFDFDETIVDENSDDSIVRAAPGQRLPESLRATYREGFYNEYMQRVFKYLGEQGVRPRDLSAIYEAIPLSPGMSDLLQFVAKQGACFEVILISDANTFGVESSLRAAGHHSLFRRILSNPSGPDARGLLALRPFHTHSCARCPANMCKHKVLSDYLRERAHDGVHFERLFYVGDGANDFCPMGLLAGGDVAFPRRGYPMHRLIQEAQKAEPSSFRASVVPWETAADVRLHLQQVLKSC
VIM-2 inhibitor: blocks Pseudomonas aeruginosa VIM-2 metallo-beta-lactamase; AID 1527; 290,000 tested, 0.89% active; inhibition, % at 5.6 µM; purified VIM-2, nitrocefin hydrolysis, epi-absorbance fluorescence;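 active means inhibition above the mean of all tested compounds plus 3 SD, cutoff set per screening run, cut at about 7.5% in these data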;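 further: red hydrolysis product quenches plate fluorescence so inhibitors raise well fluorescence; 0% = enzyme with DMSO and 100% = DMSO without enzyme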
GPR7 antag: human neuropeptides B/W receptor 1 antagonism; P48145; GPR7-expressing cells, fluorescence antagonist assay; inhibition, % at 4.4 µM; 290,000 tested, 1.1% active; AID 1861; in the data active means inhibition above about 16%, passing the limit was not always enough;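 further: cells stimulated with the agonist NPW; 0% = agonist with vehicle and 100% = vehicle without agonist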
GalR3 antag: human GalR3 antagonism; 360,000 tested, 0.44% active; AID 651719; inhibition, % at 3 µM; HEK293 GalR3-CNG cAMP membrane potential fluorescence; galR3 body fused to GalR1 C-terminus;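 active means inhibition above the screen-wide average plus 3 SD, cut at about 13% in these data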;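 further: forskolin and galanin both at EC90 stimulate the cells; cAMP rise reported by CNG channel membrane potential dye signal; 0% = forskolin plus galanin with DMSO and 100% = forskolin alone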
Target sequence (O60755 1-299 limits assumed): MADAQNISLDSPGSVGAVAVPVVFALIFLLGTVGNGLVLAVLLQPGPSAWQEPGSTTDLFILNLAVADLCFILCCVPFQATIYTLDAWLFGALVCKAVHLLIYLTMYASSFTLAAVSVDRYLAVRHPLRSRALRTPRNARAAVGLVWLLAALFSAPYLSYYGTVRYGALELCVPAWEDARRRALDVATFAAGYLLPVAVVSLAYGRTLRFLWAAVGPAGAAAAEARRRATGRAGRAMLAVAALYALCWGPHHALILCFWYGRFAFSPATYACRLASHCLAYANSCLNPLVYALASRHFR
NS3 helicase inh: blocks Hepatitis C virus NS3 helicase unwinding. NS3 helicase DNA unwinding, Cy5 molecular beacon fluorescence. inhibition, % at 10.9 µM. 290,000 tested, 0.56% active. AID 1800;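 active means inhibition above the mean of all tested compounds plus 3 SD, set per campaign, cut at about 35% in these data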;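 further: 0% = DMSO wells and 100% = thioflavine S control wells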
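Measured by: Cy5 fluorescence, 0 and 60 min reads / Assay system: NS3 helicase fragment of HCV / Control set: low DMSO, high thioflavine S at 110 µM / Times: 1 h reaction at 25 °C, ATP-initiated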
DNA FID counter: counter-screen for HCV NS3 helicase inhibitors: DNA intercalator displacement; DNA fluorescent intercalator displacement, fluorescence; inhibition, % at 7.9 µM; 290,000 tested, 0.17% active; in the data active means inhibition above about 37%;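 further: 0% = vehicle and 100% = reference compound; higher means more ethidium bromide displaced from hairpin DNA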
Starred values were filed as active, the others as inactive; . = no result given.

Each structure is followed by: GalR3 antag	GPR7 antag	V1R ag counter	NS3 helicase inh	IMP-1 inhibitor	OXTR agonist	DNA FID counter	VIM-2 inhibitor	PHOSPHO1 block
> CCN(CC)c1ccc(-n2cc3c(=O)n(C)c(=O)n(C)c3c2)cc1
  -4	0	-1.8	-4	-2.2	-2.5	-22	4.3	-12
> CC1(C)CC(NC(=O)C2CCCCC2)CC(C)(C)N1
  -1	-11	.	13	-2.9	.	-4	-2.0	24
> Cc1ccccc1NC(=O)C1Cc2ccccc2C(=O)O1 (stereo not given)
  -3	-8	0.2	-1	-4.9	0.4	-3	-0.8	4
> CN1C(=O)c2ccc(S(=O)(=O)c3ccc(C(=O)O)cc3)cc2C1=O
  -2	-14	-0.1	-14	-2.7	1.1	1	-4.4	18
> S=C(NCc1ccccc1)N1CCN(c2ccccc2)CC1
  -1	4	3.7	0	-2.7	2.4	-8	-4.2	32
> CCN(C(=O)COC(=O)c1ccc(Cl)nc1)C1CCS(=O)(=O)C1 (stereo not given)
  -3	-10	0.3	-1	-1.7	-0.4	-1	1.3	-1
> CC(C)CC(NC(=O)c1ccccc1)C(=O)OCC(=O)Nc1ccc(S(N)(=O)=O)cc1 (stereo not given)
  -3	4	-0.2	-11	-0.3	-0.1	-11	-1.9	41
> CC(=O)Nc1ccc(S(=O)(=O)NCCN2CCOCC2)cc1
  -3	9	-0.1	-8	-0.4	0.5	1	-1.9	-8
> CN(C)C(CNc1ccc(C(N)=O)cc1[N+](=O)[O-])c1ccccc1 (stereo not given)
  -6	9	0.8	5	-3.5	0.6	3	-1.8	-20
> CCc1c(C#N)sc(C(N)=O)c1CC
  -2	-8	1.5	-6	-2.2	1.5	1	-2.2	12
> O=C(NCc1ccncc1)C(=O)NCC1OCCCN1S(=O)(=O)c1cc(F)ccc1F (stereo not given)
  -2	-21	0.9	4	-1.5	-0.4	-6	-2.8	14
> Cc1ccccc1-c1ocnc1C(=O)Nc1ccccc1NC(=O)c1ccccn1
  -10	1	-1.0	-10	-0.2	-2.0	-28	-1.5	36
> COc1cc(/C=C/C(=O)OCC(=O)NCc2ccco2)ccc1OC(F)F
  3	-7	-0.8	2	-2.2	-0.5	-20	-2.4	10
> COc1ccc(-n2c(SCC(N)=O)nc3sc4c(c3c2=O)CCN(C)C4)cc1
  -2	1	-0.5	-5	-2.4	1.5	3	-2.0	-14
> COc1cc([N+](=O)[O-])ccc1NC(=S)N1CCN(c2ccccn2)CC1
  -8	-8	2.0	6	-2.9	-1.1	7	-2.4	-13
> Clc1cccc(Cl)c1CNC1CCCC1
  -8	-4	0.5	0	-4.8	-0.3	2	-2.9	7
> COc1ccc(OC)c(NC(=O)Cn2cc(C#N)c3cc(Br)ccc32)c1
  -7	-5	1.6	-7	0.4	6.2	-5	-2.5	27
> O=[N+]([O-])c1cccc(C2NCC(c3ccccc3Cl)c3c2[nH]c2ccccc32)c1 (stereo not given)
  -6	13	345*	-42	-2.3	243*	25	-1.0	40
> CN(C)C=NC(=O)/C(C#N)=C/c1ccccc1
  2	-1	0.3	4	-2.2	-0.1	0	0.7	28
> CCOc1ccc(S(=O)(=O)NN=C2CCN(C(C)=O)CC2)cc1
  1	-4	4.5	12	-2.6	1.4	-1	-3.0	-4

Profiles as entered above. Order of values: GalR3 antag	GPR7 antag	V1R ag counter	NS3 helicase inh	IMP-1 inhibitor	OXTR agonist	DNA FID counter	VIM-2 inhibitor	PHOSPHO1 block
`CN(C)C(CNc1ccc(C(N)=O)cc1[N+](=O)[O-])c1ccccc1` (stereo not given) is entered as -6	9	0.8	5	-3.5	0.6	3	-1.8	-20
`CCN(CC)c1ccc(-n2cc3c(=O)n(C)c(=O)n(C)c3c2)cc1` is entered as -4	0	-1.8	-4	-2.2	-2.5	-22	4.3	-12
`CC1(C)CC(NC(=O)C2CCCCC2)CC(C)(C)N1` is entered as -1	-11	.	13	-2.9	.	-4	-2.0	24

(list continues)
Each structure is followed by: GalR3 antag	GPR7 antag	V1R ag counter	NS3 helicase inh	IMP-1 inhibitor	OXTR agonist	DNA FID counter	VIM-2 inhibitor	PHOSPHO1 block
> Cc1cc(C(=O)N2CCCC(C(=O)c3cccc(C(F)(F)F)c3)C2)nc(C)n1 (stereo not given)
  1	-2	0.5	-12	-1.3	0.7	-21	1.6	6
> CCSc1nnc(NC(=O)COc2cccc3ccccc23)s1
  1	3	-0.5	5	-6.3	-0.4	-3	1.3	12
> CCCc1cc(=O)[nH]c(SCc2cc(=O)oc3c(C)c(C)ccc23)n1
  2	-1	0.1	5	-3.7	-0.7	-10	-3.9	-16
> Cc1ccc2nc(SCC(=O)N3CCN(C(=O)c4ccco4)CC3)[nH]c2c1
  3	-9	-0.2	-4	-1.9	-1.6	-11	-6.2	-14
> COc1ccc(OCC(=O)Nc2ncc3c(n2)CC(C)(C)CC3=O)cc1
  -6	-5	0.0	2	-2.8	-0.6	-10	-0.6	-8
> FC(F)(F)c1cccc(N2CCN(CC3CC=CCC3)CC2)c1 (stereo not given)
  -2	-16	-0.1	-7	-4.3	-2.2	3	-5.2	12
> CC(=O)Nc1ccc(CN2CCN(CCC(C)C)C(CCO)C2)cc1 (stereo not given)
  -5	-28	1.2	20	-2.6	1.1	0	-1.7	43
> O=C(Nc1cccc(-c2csc(Nc3ccc(Cl)cc3)n2)c1)c1ccccc1
  -7	.	1.1	.	.	-0.6	.	.	44
> COc1ccccc1CNC(=O)C1CC(c2ccccc2[N+](=O)[O-])=NO1 (stereo not given)
  .	1	0.5	-1	-1.3	0.2	-3	-1.5	24
> COC(=O)c1ccc(OC(=O)CCN2c3ccccc3Sc3ccccc32)cc1
  0	-10	-0.9	23	-1.7	-1.8	-14	-5.2	15
> O=C(COC(=O)CNS(=O)(=O)c1ccc(F)c(F)c1F)NCCc1ccccc1
  -2	3	0.0	0	-3.2	-0.3	-20	-2.8	4
> CC(=O)Nc1ccc(S(=O)(=O)NCC(=O)NCCc2ccc(S(N)(=O)=O)cc2)cc1
  -2	5	1.4	-2	-1.3	0.8	7	0.7	21
> NC(=NCc1ccco1)NC(=O)c1ccc(Cl)cc1
  -5	5	0.1	-3	-1.1	1.5	4	-3.1	43
> COc1ccc2oc(=O)c(C(=O)Nc3cccc(C)c3)cc2c1
  -3	-7	1.6	-5	1.9	0.8	1	-1.2	29
> Cc1cccc(NC(=S)NCCC(c2ccccc2)c2ccccc2)c1
  -2	-10	2.4	-26	-2.0	0.1	-16	-2.4	6
> COc1ccc(Br)cc1S(=O)(=O)N1CCOCC1
  -4	-13	-0.2	0	-3.6	1.2	0	-2.4	13
> CC(NC(=O)Cc1ccc(S(=O)(=O)N2CCOCC2)s1)c1ccc(Cl)cc1Cl (stereo not given)
  -3	-12	6.2	-15	-0.5	7.6	-25	-0.8	25
> O=C(CCSc1ccccc1)NC(=O)COC(=O)c1ccc(OC(F)F)cc1
  -4	-2	1.3	-5	-2.5	-1.1	-2	-3.8	6
> CCOC(=O)c1c(C)[nH]c(C(=O)CN2C(=O)NC3(CCCC3)C2=O)c1C
  -3	-21	0.4	1	-2.5	1.2	-21	-1.3	-1
> Cc1c(Cl)c([N+](=O)[O-])nn1Cc1ccc(C(=O)NN)o1
  -5	-13	-0.4	-21	-2.7	3.4	-2	-1.4	-6

More compounds follow:
Each structure is followed by: GalR3 antag	GPR7 antag	V1R ag counter	NS3 helicase inh	IMP-1 inhibitor	OXTR agonist	DNA FID counter	VIM-2 inhibitor	PHOSPHO1 block
> CC(C)(C)NC(=O)c1cccc(NC(=O)c2ccc3c(c2)C(=O)N(C(C)(C)C)C3=O)c1
  -9	7	7.8	-19	-3.3	2.4	-28	1.3	8
> COC1=C(C)C(O)=C(C(=O)/C=C/c2ccccc2)C(=O)C1(C)C
  0	.	0.8	.	.	0.8	.	.	26
> O=C(/C=C/c1cccc(Cl)c1)NCc1ccccc1
  -7	21	-1.5	0	-0.7	-2.6	-11	-1.0	9
> O=C(COC(=O)c1ccc2c(c1)OCO2)NC1CCS(=O)(=O)C1 (stereo not given)
  -2	5	0.6	-2	-1.2	-0.5	1	1.6	7
> O=C(c1ccco1)N1CCN(C(=O)c2cnn3cccnc23)CC1
  -3	3	0.9	-4	3.3	0.5	0	-4.0	-17
> Cc1ccc(NC(=O)CCn2c(=O)oc3ccccc32)cc1
  -7	-6	0.2	4	-4.0	-0.7	-3	-1.1	18
> Cc1ccc(N2CC(C(=O)Nc3nnc(SCc4cccnc4)s3)CC2=O)cc1 (stereo not given)
  -4	0	-0.5	-9	-2.6	0.3	-47	-5.2	9
> CC1CC(C)CN(S(=O)(=O)c2cccc3nonc23)C1 (stereo not given)
  7	-6	-1.2	-12	-1.4	-1.2	-8	-1.2	29
> O=S(=O)(NCc1ccc2c(c1)OCO2)c1cccc2cccnc12
  -6	-3	0.2	1	-7.0	0.8	-2	-2.9	-7
> CC1CCc2nn(CC(=O)NCCC3=CCCCC3)cc2C1 (stereo not given)
  6	-10	-0.8	2	-4.1	-2.2	-31	-4.5	2
> Cc1cc(C=C2C(=O)c3ccccc3C2=O)c(C)n1-c1ccc(Cl)cc1
  -4	-8	.	6	-4.5	.	-5	-1.7	-14
> Cn1c(-c2ccc3c(c2)OCO3)cnc1NCc1cccc(Cl)c1
  .	10	2.7	-41	-4.1	5.0	29	-2.7	4
> COc1ccc(-c2cc(CCCC(=O)NCCc3cc(OC)ccc3OC)no2)cc1
  -5	18	2.2	-10	-1.4	0.7	-22	-1.2	9
> CC(C)c1ccc(N2C(=O)CC(Sc3ncn[nH]3)C2=O)cc1 (stereo not given)
  -2	-9	1.0	3	-3.1	0.6	-9	-2.6	93*
> Cc1ccc(NC2=NC(c3ccccc3)n3c(nc(C)cc3=O)N2)c(C)c1 (stereo not given)
  -6	-5	-0.6	-4	-1.8	-0.1	-8	-1.7	32
> CCOC(=O)N1CCN(C(=O)CCc2c(C)nc3nc(C)nn3c2C)CC1
  -4	-12	0.1	-2	-0.6	0.2	-13	0.9	1

Rows were taken by chance; any-hit rate near 4.3%.
